Screening results (PubChem BioAssay)
TDP2 absorb: TDP2 (human) inhibition, absorbance primary screen; inhibition, % at 12.8 µM; O95551; AID 720702; 370,000 tested, 0.34% active; recombinant TDP2, T5PNP hydrolysis, p-nitrophenol absorbance 415 nm;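 active = inhibition above the mean of all tested compounds plus 3 SD, set per campaign, cut at about 25% in these data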;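 note: 0% = DMSO with enzyme and 100% = buffer with substrate but no TDP2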
Target sequence (O95551 whole entry, looked up): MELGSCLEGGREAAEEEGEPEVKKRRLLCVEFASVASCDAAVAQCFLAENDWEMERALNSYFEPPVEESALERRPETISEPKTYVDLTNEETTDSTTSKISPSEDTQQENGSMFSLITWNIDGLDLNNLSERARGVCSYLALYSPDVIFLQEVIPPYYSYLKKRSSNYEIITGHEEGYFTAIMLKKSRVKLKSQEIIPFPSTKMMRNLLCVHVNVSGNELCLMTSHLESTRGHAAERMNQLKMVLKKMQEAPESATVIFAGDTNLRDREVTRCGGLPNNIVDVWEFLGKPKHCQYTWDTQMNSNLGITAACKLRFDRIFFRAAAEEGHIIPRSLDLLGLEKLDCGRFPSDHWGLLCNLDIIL
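System – recombinant human TDP2 · Quantity – TDP2 enzyme at 120 nM final · Doses – single concentration, 12.8 µM nominal, with 1% DMSO · Incubation – 2 h at 37 °C · Measured by – epi absorbance of p-nitrophenol freed from T5PNP by hydrolysis · Read-out – % inhibition relative to enzyme-containing and enzyme-free wells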
SIAE inh: inhibitors of human sialic acid acetylesterase SIAE; Q9HAT2; SIAE FP-Rh probe binding, fluorescence polarization; inhibition, % at 9.66 µM; 370,000 tested, 0.69% active;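 active = inhibition above a cutoff: mean of compounds within the control limits plus 3 SD of those, cut at about 17% in these data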;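 note: 0% = plate median of compound wells and 100% = probe without SIAE protein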
HTRA1 inhibitor: HTRA1 (human) protease inhibition; Q92743; recombinant HTRA1, FP-rhodamine activity-based probe, fluorescence polarization; inhibition, % at 5.96 µM; 340,000 tested, 0.5% active; in the data active = inhibition above about 36%;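 note: 0% = enzyme with DMSO and 100% = wells lacking enzyme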
PRMT1 inh: inhibitors of human PRMT1 | Q99873 | recombinant PRMT1, activity-based probe fluorescence polarization | inhibition, % at 2.79 µM | 370,000 tested, 1.3% active;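 active = inhibition above about 21% made by adding two undisclosed values, limit read from the data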
Target sequence (Q99873 whole entry, looked up): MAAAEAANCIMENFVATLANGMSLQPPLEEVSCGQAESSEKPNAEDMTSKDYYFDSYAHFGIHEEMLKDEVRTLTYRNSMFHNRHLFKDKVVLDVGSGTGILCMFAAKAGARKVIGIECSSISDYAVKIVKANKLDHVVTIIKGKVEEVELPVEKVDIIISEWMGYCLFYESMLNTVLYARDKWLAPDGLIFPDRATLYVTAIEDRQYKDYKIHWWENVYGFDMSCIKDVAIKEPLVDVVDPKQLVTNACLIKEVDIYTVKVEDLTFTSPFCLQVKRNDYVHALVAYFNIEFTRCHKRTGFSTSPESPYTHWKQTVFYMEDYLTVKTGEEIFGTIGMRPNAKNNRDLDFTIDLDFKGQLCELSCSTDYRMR
TCR-CD3 inh: blocks the human TCR-CD3 interaction; TAMRA-labeled TCR probe fluorescence, biochemical; inhibition, % at 9.4 µM; 360,000 tested, 0.37% active; AID 651800; in the data active = inhibition above about 19%;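 note: recombinant mutant TCR 2C K166C tagged with TAMRA read by polarization; 0% = receptor in buffer alone and 100% = receptor with positive control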
rCAG RNA binder: binds r(CAG) RNA repeats; inhibition, % at 3 µM; r(CAG) RNA repeat, TO-PRO-1 dye displacement fluorescence; 370,000 tested, 1.3% active; AID 651821;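 active = inhibition above the plate cutoff, the mean of all test compounds on that plate plus 3 SD, cut at about 35% in these data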;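 note: 0% = DMSO alone and 100% = 100 µM mitoxantrone as full dye displacement; higher means more dye released from RNA so lower well fluorescence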
LEDGF integ inh: blocks HIV-1 LEDGF/p75-dependent DNA integration. 370,000 tested, 0.64% active. inhibition, % at 3.7 µM. TR-FRET IN-LEDGF/p75 DNA integration, Eu/Cy5;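 active = inhibition above the screen-wide mean plus 3 SD, cut at about 13% in these data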;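 note: signal is the Cy5 over europium emission ratio at 671 and 618 nm; 0% = plate median of compound wells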
NR1D1 modulator: Rev-erb alpha (human) modulation; P20393; Rev-erbα–FITC-DNA binding, fluorescence polarization, 90 min; activity, % at 10 µM; 370,000 tested, 0.79% active; AID 1259318;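 active = activity above about 14%, limit read from the data; passing the limit was not always enough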;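 note: 0% = DMSO wells with 35 nM protein and 100% = DMSO wells with 750 nM protein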
mABHD4 FP: ABHD4 (mouse) inhibition, primary FP screen; AID 720543; Q8VD66; purified mABHD4, FP-Rh probe fluorescence polarization; 370,000 tested, 0.54% active; inhibition, % at 8.92 µM;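 active = inhibition exceeding the mean over every tested compound plus 3 SD, cut at about 30% in these data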;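 note: 0% = plate median of compound wells and 100% = S159A mutant with DMSO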
Target sequence (Q8VD66 whole entry, looked up): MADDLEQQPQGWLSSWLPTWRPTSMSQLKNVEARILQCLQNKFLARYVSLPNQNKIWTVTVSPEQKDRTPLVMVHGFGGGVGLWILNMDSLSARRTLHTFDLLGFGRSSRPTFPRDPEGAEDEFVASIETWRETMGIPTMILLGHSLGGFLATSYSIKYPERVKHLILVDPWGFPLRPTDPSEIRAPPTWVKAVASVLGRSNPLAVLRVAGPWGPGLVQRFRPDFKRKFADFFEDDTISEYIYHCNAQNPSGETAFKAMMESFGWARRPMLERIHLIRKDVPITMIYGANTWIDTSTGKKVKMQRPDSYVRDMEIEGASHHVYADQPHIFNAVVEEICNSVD
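Assay system: mouse ABHD4 enzyme, wild type / Also added: fluorescent activity-based probe FP-Rh / Doses: single nominal dose of 8.92 µM, 0.89% DMSO final / Timing: 45 min compound pre-incubation plus 60 min probe step, 25 °C / Signal: FP readout, ex 525 nm / em 598 nm / Control set: S159A mutant/DMSO as 100%, compound-well median as 0%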
PG9 Ab binder: PG9 antibody binding by small molecule. TR-FRET gp120-PG9 antibody binding. inhibition, % at 6.7 µM. 360,000 tested, 0.43% active; in the data active = inhibition above about 8.5%
* marks the source's active call; other numbers are inactive results; · = no result given. Not all compounds are listed (hit frequency here may not be typical).

SMILES | TDP2 absorb | SIAE inh | HTRA1 inhibitor | PRMT1 inh | TCR-CD3 inh | rCAG RNA binder | LEDGF integ inh | NR1D1 modulator | mABHD4 FP | PG9 Ab binder
COc1ccc(OC)c(CN2CCN(Cc3cc(=O)oc4cc(O)ccc34)CC2)c1 | -15 | 1 | 0 | -7 | -2 | 10 | 1 | -4 | 0 | 1.1
COc1cccc(CN(C)C(=O)C2CCN(S(=O)(=O)c3ccc(C)cc3)CC2)c1OC | -5 | 7 | 0 | -2 | 0 | 0 | 1 | -1 | -3 | -0.8
COc1ccc(N(CC(=O)N/N=C/c2ccc(OC3CSC3)cc2)S(=O)(=O)c2ccccc2)cc1 | 0 | -8 | -9 | -1 | -3 | 5 | 1 | -3 | 4 | -1.1
Cc1cc(C(=O)N(C)C2CCCCC2)no1 | 6 | 4 | 1 | -2 | 5 | -3 | 2 | -9 | 3 | -2.9
O=C(CN1C(=O)C2C3C=CC(C3)C2C1=O)Nc1cccc2c1CCCC2 (configuration not stated) | 6 | 5 | -5 | 0 | -6 | -2 | 2 | 9 | 5 | 0.8
COc1ccc(S(=O)(=O)Nc2cccc(C)c2C)c2cccnc12 | 3 | 10 | 1 | -2 | 1 | -2 | -3 | 0 | 0 | 0.5
O=C(Nc1cccc2ccccc12)N(c1ccccc1)c1ccccc1 | 4 | 8 | -7 | 4 | -6 | 0 | 2 | -2 | -8 | 2.8
CCOC(=O)COc1c(OC)cc(Cl)cc1C1Nc2ccccc2C(=O)N1c1cccc(C)c1 (configuration not stated) | -7 | -9 | -77 | 1 | 0 | 2 | -1 | 2 | -25 | -0.4
Cc1cccc(C)c1OCc1nc2ccccc2c(=O)n1/N=C/c1ccc(OCC(=O)O)cc1 | -3 | -3 | 5 | -2 | 2 | 2 | 1 | 2 | -7 | -1.8
O=C(NC1CCCCC1)[C@@H]1CC=C[C@@H]2CCN(C3CCCCC3)C(=O)[C@@H]21 | 0 | 7 | -4 | -2 | 2 | -9 | 1 | 0 | 4 | -2.8

Three entries already listed, arranged by SMILES length, largest number first.
SMILES | TDP2 absorb | SIAE inh | HTRA1 inhibitor | PRMT1 inh | TCR-CD3 inh | rCAG RNA binder | LEDGF integ inh | NR1D1 modulator | mABHD4 FP | PG9 Ab binder
COc1ccc(N(CC(=O)N/N=C/c2ccc(OC3CSC3)cc2)S(=O)(=O)c2ccccc2)cc1 | 0 | -8 | -9 | -1 | -3 | 5 | 1 | -3 | 4 | -1.1
COc1cccc(CN(C)C(=O)C2CCN(S(=O)(=O)c3ccc(C)cc3)CC2)c1OC | -5 | 7 | 0 | -2 | 0 | 0 | 1 | -1 | -3 | -0.8
O=C(CN1C(=O)C2C3C=CC(C3)C2C1=O)Nc1cccc2c1CCCC2 (configuration not stated) | 6 | 5 | -5 | 0 | -6 | -2 | 2 | 9 | 5 | 0.8

The list goes on.
SMILES | TDP2 absorb | SIAE inh | HTRA1 inhibitor | PRMT1 inh | TCR-CD3 inh | rCAG RNA binder | LEDGF integ inh | NR1D1 modulator | mABHD4 FP | PG9 Ab binder
O=C(c1cc([N+](=O)[O-])ccc1Cl)N1CCN(c2ccccn2)CC1 | -1 | -1 | 0 | 7 | 3 | -3 | -7 | 2 | -3 | -0.6
Cc1ccc(-n2cc(C(=O)c3ccc4ccccc4c3O)cn2)cc1 | -16 | -7 | 6 | -3 | -2 | 10 | 7 | -1 | -3 | -2.4
O=c1c(Cl)c(N2CCCCC2)cnn1-c1nc2ccccc2[nH]1 | -14 | -3 | 0 | -2 | -2 | 1 | 3 | -5 | 2 | -0.1
Cc1cccc(-n2ncc3c(NCc4cccs4)ncnc32)c1 | -18 | -7 | -45 | -5 | 2 | 7 | 7 | 5 | -41 | -1.6
C/C(=C/c1ccccc1)C(=O)N1CCN(c2ccccc2)CC1 | 2 | -4 | 1 | 2 | -1 | -8 | 0 | -1 | -6 | -1.3
CCOc1ccc(C(=O)NNC(=O)C2CC(=O)N(c3ccc(C)cc3)C2)cc1 (configuration not stated) | 1 | 2 | 1 | 0 | -2 | -1 | 0 | -4 | 0 | 2.2
Cc1ccc(C(=O)Nc2cccnc2)cc1S(=O)(=O)N1CCCCCC1 | -7 | -9 | -3 | -3 | 5 | -2 | 0 | 4 | -6 | -3.3
CCCn1cnc2c(SCc3ccccc3Cl)nc(N)nc21 | -8 | -4 | -13 | 0 | -2 | -1 | 2 | -1 | -2 | -1.7
CCCCNC1=CC(=O)C(NCCCC)=CC1=O | 7 | 4 | 4 | 4 | 1 | 0 | 3 | 1 | 10 | -14
Cc1cccc(NC(=O)c2ccc(OCC3CCCO3)cc2)c1C (configuration not stated) | -2 | 1 | 2 | -3 | 1 | -7 | -1 | 1 | -4 | 0.9
O=[N+]([O-])c1ccc(CN2CCC(Cc3ccccc3)CC2)cc1 | 3 | -4 | -2 | 6 | 0 | -8 | -5 | -4 | 10 | -0.9
Cc1cc(C)nc(NS(=O)(=O)c2ccc(NC(=O)C(C)C)cc2)n1 | -17 | -1 | 3 | -3 | -10 | 0 | -2 | -1 | -3 | 2.1
O=C(NCC(c1ccc(F)cc1)N1CCOCC1)c1cccnc1Sc1ccccc1 (configuration not stated) | 4 | 2 | 0 | 1 | -2 | -4 | -4 | 1 | 2 | 0.6
COC(=O)c1cccc(NC(=O)CCSc2ccc(Cl)cc2)c1C | 2 | -3 | -4 | 0 | -1 | 0 | 2 | -2 | 4 | -0.7
NC(=O)C1CCN(C(=O)C2CC(=O)N(c3ccc(F)cc3)C2)CC1 (configuration not stated) | 12 | -2 | -6 | -2 | 6 | 2 | -1 | -1 | -2 | -2.2
CC1(c2ccccc2)C(C#N)C(=O)NC(=O)C1C#N (configuration not stated) | 8 | 6 | 6 | -1 | 0 | 1 | 5 | 1 | 3 | -0.2
COc1cc(OC)nc(Nc2nc(C(C)N)cs2)n1 (configuration not stated) | 4 | -4 | · | -5 | -1 | 13 | 6 | 0 | -5 | 0.8
CN(C)c1ccc(/C(=N\O)C(F)(F)F)cc1 | -9 | 6 | 1 | -2 | 7 | 0 | -1 | -2 | -6 | 0.9
CCNS(=O)(=O)c1ccc2c(c1)NCC2 | 2 | 13 | -1 | -4 | 1 | 2 | 2 | -3 | -3 | -1.4
CC(=O)/C(N=Nc1ccc(OC(F)(F)F)cc1)=C(\C)O | 8 | 3 | 5 | -3 | -3 | -5 | -2 | 1 | -6 | 0.9
COc1ccc(-c2nc(CS(=O)(=O)CC(=O)NCc3cccc(OC)c3OC)c(C)o2)cc1 | -3 | -8 | -4 | 2 | 3 | 3 | 2 | -3 | -1 | -1.7
COc1ccc(C(C)=O)cc1CSc1nc(C)cc(C)n1 | 0 | 0 | -3 | 0 | 2 | -3 | 2 | 0 | -3 | -2.6
N#CC1=C(N)Oc2n[nH]c(CSc3ccccc3)c2C12C(=O)Nc1ccccc12 (configuration not stated) | 3 | -3 | 1 | 3 | 0 | -6 | -1 | -8 | -4 | -1.5
COCC(=O)N(Cc1cc2ccc(C)c(C)c2n2nnnc12)C1CCCC1 | -9 | -1 | 6 | -5 | 3 | 1 | 8 | 7 | -4 | -1.4
Cc1noc(-c2ccccc2)c1NC(=O)Nc1ccc2nc([C@H]3C[C@H](O)[C@@H](CO)O3)[nH]c2c1 | -13 | -4 | · | 10 | 4 | 2 | 3 | 5 | 1 | -2.2
CCn1c(-c2ccc(C)cc2)nn(CC(=O)NCCc2ccccc2)c1=S | 13 | 1 | -1 | 1 | 3 | -5 | 2 | -3 | 3 | -0.3
COc1ccc(NC(=O)c2nc3nccc(C)n3n2)cn1 | 5 | -3 | 1 | 2 | 1 | 1 | -2 | -3 | -5 | -1.7
O=C1Nc2cccnc2N(C(=O)CCl)c2ccccc21 | 3 | 0 | 3 | 0 | -1 | 0 | 0 | -1 | 4 | 1.7
Cc1ccc(NC(=O)Nc2cnccn2)cc1C | 8 | 3 | -3 | -3 | 5 | 1 | -2 | -6 | 0 | -0.3
CC(C)N(CCNC(=O)c1cn(C)c2ccc(S(=O)(=O)N(C)C)cc2c1=O)Cc1ccccc1 | -2 | -2 | -4 | 3 | -11 | 3 | -3 | 3 | 0 | -1.9
O=C(NCCCCc1ccccc1)c1ccc(Br)cc1 | 8 | 7 | -8 | -4 | 3 | -5 | 1 | -2 | -6 | -0.7
CCC(CCC(=O)Nc1cccc(C(=O)O)c1)C(=O)O (configuration not stated) | -5 | -4 | 8 | 2 | 2 | 2 | 2 | -7 | 2 | 0.4
CC(N=C1NC(C)(C)Cc2ccccc21)C(=O)O (configuration not stated) | -11 | -12 | 4 | -6 | 0 | 2 | -3 | -4 | -4 | -4.8
O=Cc1c(NCCN2CCOCC2)c2ccccc2[nH]c1=O | 6 | -1 | 8 | -1 | 9 | 4 | -8 | -2 | -7 | -1.8
Cc1ccc(NC(=O)CCC(=O)NNS(=O)(=O)c2ccc(Cl)cc2)cc1C | -7 | 5 | -4 | 1 | -3 | 1 | -4 | -5 | 4 | -1.7
COc1cc(-c2nnc(COc3ccc4ccccc4c3)o2)cc(OC)c1OC | -19 | -12 | -25 | -3 | 3 | 5 | 6 | -6 | -5 | -2.0
O=C(Nc1cccnc1)c1ccccc1NS(=O)(=O)c1ccc(F)cc1 | -15 | 0 | -5 | 3 | -4 | 27 | -5 | -5 | -5 | 0.6
CSc1nc(N)nc2c1ncn2CC(=O)NCC(c1ccccc1)c1ccccc1 | -4 | -5 | 2 | 1 | 2 | 3 | -3 | -1 | 6 | -0.1
C=CCNC(=O)c1nn2cccnc2c1Cl | -1 | -6 | 6 | 0 | -2 | 1 | -2 | 0 | 8 | -1.6
O=C(O)c1nn(CC(=O)N2CCN(c3ccccc3)CC2)c(=O)c2ccccc12 | 1 | 3 | -2 | 4 | 0 | -2 | -3 | 3 | 0 | -0.1
Cc1csc(=Nc2ccccc2)n1Cc1ccco1 | -2 | 3 | 6 | 1 | 4 | -1 | 4 | 0 | 3 | -1.2
CC(=O)OCCNC(=O)c1cc2ccccc2oc1=O | -3 | -1 | 6 | -3 | -1 | -2 | -1 | -1 | 2 | 0.2
C/C(=N\OC(=O)NC1CCCCC1)c1sc(-c2ccccc2)nc1C | -7 | -1 | -30 | -2 | 4 | -2 | 1 | -3 | -10 | -3.4
COc1ccc(C(NC(C)=O)c2cc(Cl)c3cccnc3c2O)cc1OC (configuration not stated) | 6 | 15 | 42* | 0 | -2 | 3 | -2 | -8 | 6 | 0.6
CCOc1cccc2sc(NC(=O)CCS(=O)(=O)c3ccccc3)nc12 | -12 | -3 | -13 | -1 | -5 | -3 | -2 | -3 | -6 | 0.2
COCC1CCN(Cc2nc(-c3ccc4c(c3)OCO4)no2)C1 (configuration not stated) | 10 | 3 | 3 | 0 | 6 | 0 | 2 | -3 | 2 | -3.1
CC(C)c1cc(Cn2c3ccccc3c(=O)n2C(C)C)on1 | -5 | 0 | · | 1 | 2 | 1 | 2 | 1 | 1 | -0.7
C[C@H](CO)N1C[C@H](C)[C@@H](CN(C)CC2CCOCC2)Oc2cc(C#Cc3ccccc3F)ccc2S1(=O)=O | -5 | -12 | -58 | -2 | 5 | 6 | 3 | 2 | -16 | -1.3
